Screens: PubChem, The Scripps Research Institute Molecular Screening Center
M1 PAM parental: nonselective calcium activators in parental CHO-K1 cells, primary screen, counter-screen for M1 PAM project, cell-based, Fluo-8 calcium fluorescence, full deck, 1536-well; actives 0.02% (n = 360,000); activation, % at 3 µM; ATP EC20; 0% at ATP EC20, 100% at ATP max;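 active means activation above the run cutoff, the mean activation of all test compounds plus 3 SD, cut at about 40% in these data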;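 further: peak over basal fluorescence ratio in a 140 s read after ATP addition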
CHRM1 antagonist: human M1 muscarinic receptor antagonists, primary screen, CHO-K1 cells, Fluo-8 calcium fluorescence, 1536-well; CHO-K1 hM1, ACh EC80 antagonist; inhibition, % at 3 µM; actives 1.3% (n = 360,000); AID 588852, 2011;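 active means percent inhibition above its own plate's cutoff, namely the mean of that plate's compound wells plus 3 SD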;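 further: peak over basal fluorescence ratio during 140 s after agonist addition; 0% = ACh EC80 plus DMSO and 100% = DMSO alone without agonist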
Target sequence (P11229 whole entry, looked up): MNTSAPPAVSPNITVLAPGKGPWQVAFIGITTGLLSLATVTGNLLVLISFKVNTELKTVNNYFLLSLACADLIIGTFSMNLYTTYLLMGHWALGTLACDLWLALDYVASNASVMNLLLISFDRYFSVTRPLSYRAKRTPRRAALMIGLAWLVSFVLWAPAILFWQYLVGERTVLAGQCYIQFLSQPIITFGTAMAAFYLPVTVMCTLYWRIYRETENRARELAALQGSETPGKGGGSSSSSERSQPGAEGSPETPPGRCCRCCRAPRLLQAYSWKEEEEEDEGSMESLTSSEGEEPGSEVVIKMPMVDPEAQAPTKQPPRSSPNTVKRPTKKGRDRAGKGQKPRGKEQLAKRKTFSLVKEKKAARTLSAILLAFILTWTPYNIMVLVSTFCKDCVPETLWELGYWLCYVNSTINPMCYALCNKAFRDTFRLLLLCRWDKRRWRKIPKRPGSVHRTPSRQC
TAAR1 ag: human TAAR1 agonists, primary screen, Fluo-8 calcium fluorescence, CHO RD-HGA16 cells | Trace amine-associated receptor 1 (Homo sapiens), Q96RJ0 | vehicle wells 0%, saturating PEA agonist 100% | activation, % at 3 µM | actives 0.99% (n = 360,000);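 active means activation above the mean activation of all test compounds in the run plus 3 SD, cut at about 38% in these data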
Target sequence (Q96RJ0 whole entry, looked up): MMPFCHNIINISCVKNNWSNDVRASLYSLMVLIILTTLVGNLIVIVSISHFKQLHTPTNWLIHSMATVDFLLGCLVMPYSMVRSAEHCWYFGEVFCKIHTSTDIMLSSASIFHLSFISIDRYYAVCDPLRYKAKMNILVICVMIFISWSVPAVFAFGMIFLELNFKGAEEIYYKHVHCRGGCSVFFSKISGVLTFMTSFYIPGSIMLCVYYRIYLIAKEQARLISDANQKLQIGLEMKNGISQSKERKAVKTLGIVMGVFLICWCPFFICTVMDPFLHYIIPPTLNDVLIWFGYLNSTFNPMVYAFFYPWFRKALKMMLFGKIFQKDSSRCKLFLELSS
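Benchmarks: low control DMSO, high control PEA (EC100); System: CHO RD-HGA16 cells carrying human TAAR1 plus Gα16; Detection: Fluo-8 fluorescence, 5 s baseline then 140 s kinetic read; Schedule: 17-24 h plating, Fluo-8 75 min 37 °C, 30 min RT; Read-out basis: % activation from peak over basal fluorescence ratio, DMSO-to-PEA scaled.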
TAAR1 antag: human TAAR1 antagonists, primary screen, Fluo-8 calcium fluorescence, CHO RD-HGA16 cells. Trace amine-associated receptor 1 (Homo sapiens), Q96RJ0. antagonist. inhibition, % at 3 µM. actives 1.5% (n = 360,000). AID 624466, 2012;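 active means inhibition above a per-plate cutoff, the mean inhibition of test compounds on that plate plus 3 SD, cut at about 49% in these data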;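 further: 0% = DMSO plus EC80 beta-PEA response and 100% = DMSO alone without agonist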
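Test system: RD-HGA16 CHO cells with stable hTAAR1 and Gα16 / Probe or stimulus: EC80 β-phenethylamine stimulus / Times: seeding 17-24 h prior, 75-min 37 °C, 30-min RT dye loading / Detection: Fluo-8 calcium-sensitive fluorescence / Read-out basis: % inhibition scaled between DMSO and EC80 PEA controls / Repeats: singlicate, one well per test compound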
OXTR potentiator: human OXTR potentiators, primary screen, fluorescence, CHO-OTR cells, Fluo-8 calcium; Fluo-8 calcium fluorescence, potentiator mode; 0% = oxytocin EC15, 100% = EC100; activation, % at 3 µM; actives 0.061% (n = 320,000);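 active means activation above that plate's cutoff, the mean activation of tested compounds plus 3 SD, cut at about 6.6% in these data, passing the limit was not always enough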;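 further: 100% uses oxytocin at 75 nM as the full agonist control; some results filed as inactive read as strong as hits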
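test system = CHO-OTR cells, human receptor | compound = single-point 3.0 µM | schedule = 6 min compound pre-incubation at room temperature, 100 s kinetic read | signal = Fluo-8 no-wash calcium dye fluorescence, excitation 470-495 nm, emission 515-575 nm | repeats = single well per compound, singlicate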
M1 ag parental: counter-screen for M1 agonists: effect in parental CHO-K1 cells; Fluo-8 calcium fluorescence; scaled to maximal ATP response, vehicle zero; activation, % at 3 µM; actives 0.48% (n = 360,000); AID 602248, 2012; in the data active means activation above about 15%;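 further: untransfected CHO-K1 host cells lacking M1 receptor as counterscreen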
M1 ag: human M1 muscarinic receptor agonists, primary screen, Fluo-8 calcium fluorescence, CHO-K1 cells, HTS | Muscarinic acetylcholine receptor M1 (Homo sapiens), P11229 | CHO-K1 hM1, agonist mode; 0% DMSO, 100% acetylcholine EC100 | activation, % at 3 µM | actives 0.33% (n = 360,000) | AID 588814, 2011;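 active means activation above the run's mean compound activation plus 3 SD, cut at about 16% in these data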;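 further: peak over basal fluorescence ratio within a 140 s kinetic read after compound addition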
CHO parental Ca: ATP-evoked calcium signal inhibitors, parental CHO, primary screen, counter-screen for OX1R antagonist project, cell-based, fluorescence, Fluo-8 calcium dye. parental CHO-K1, ATP-induced calcium, Fluo-8 fluorescence. inhibition, % at 5.6 µM. actives 0.63% (n = 330,000);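 active means inhibition above that plate's mean sample inhibition plus 3 SD, cut at about 26% in these data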;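 further: 0% = ATP-challenged DMSO wells and 100% = DMSO wells without ATP; some compounds past the cut are filed as inactive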
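Test system: parental CHO cells; detection: calcium-sensitive Fluo-8 fluorescence; evaluation: percent inhibition of calcium signal; also added: ATP as calcium-mobilizing challenge; repeats: one well per compound; control set: ATP-challenged DMSO wells low, unchallenged DMSO wells high; compound: single nominal dose of 5.6 µM per compound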
CHO-K1 Ca antag: M1 antagonist counterscreen hit in parental CHO-K1 cells; ATP-induced calcium, Fluo-8 fluorescence; inhibition, % at 3 µM; actives 0.6% (n = 360,000);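 active means inhibition above a per-plate cutoff, the plate's mean sample inhibition plus 3 SD, cut at about 24% in these data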;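 further: 0% = DMSO plus EC80 ATP and 100% = DMSO alone without ATP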
The depositor's hits bear a star; nt = not tested or not shown.

Each structure is followed by: M1 ag parental | OXTR potentiator | CHO parental Ca | TAAR1 ag | M1 PAM parental | M1 ag | CHO-K1 Ca antag | CHRM1 antagonist | TAAR1 antag
COc1ccc(/C=N/NC(=O)CC(=O)N/N=C/c2ccc(OC)cc2)cc1
  -0.1 | -4 | 5 | 27 | 15 | -4 | -9 | -4 | 0
Cc1c(C(=O)NCc2ccc(C#N)cc2)sc(=O)n1Cc1ccccn1
  0.8 | nt | nt | 19 | -8 | -8 | 16 | 3 | 3
c1ccc(CSc2nnc(-c3ccco3)c(-c3ccco3)n2)cc1
  0.6 | -6 | -8 | nt | -9 | -3 | -7 | -9 | nt
Cc1ccc(NC(=O)C(=O)NCc2ccco2)c(C)c1
  3.4 | 1 | -5 | -3 | 15 | -2 | -12 | 2 | -11
CC(=O)Nc1ccc(NC(=O)C2(C)Cc3c(-c4cccc(C(F)(F)F)c4)ccnc3O2)cc1 (stereo not given)
  0.7 | nt | nt | 5 | 16 | -2 | -17 | -6 | -19
CCN(CC)c1ccc2nc3ccc(N)cc3[n+](-c3ccccc3)c2c1
  3.8 | nt | nt | 1 | 6 | -4 | 8 | 17 | -4
CCCCCn1c(=O)c(C(=O)OCC)c(O)c2ccccc21
  0.0 | -1 | -14 | 11 | 22 | -3 | -1 | -28 | -18
O=C(CC(=O)N/N=C\c1ccccc1[N+](=O)[O-])NCCc1ccccc1
  5.2 | -11 | -22 | 7 | 20 | -5 | -9 | -14 | -24
COc1ccc(CCCc2n[nH]c(=S)o2)c(C)c1
  0.4 | 0 | -6 | 2 | 1 | -4 | -3 | -2 | 5
Cc1ccc(SCCNC(=O)/C=C/c2ccc([N+](=O)[O-])cc2)cc1
  0.5 | -2 | -12 | 2 | -12 | -8 | 23 | -7 | 11
CC(NC(=O)CNC(=O)[C@@H]1Cc2ccccc2CN1)c1ccccc1 (stereo not given in full)
  0.0 | -5 | -8 | 2 | -9 | -10 | -17 | -22 | -5
CC(NC(=S)Nc1ccccc1)C(c1cccs1)N1CCOCC1 (stereo not given)
  1.0 | -1 | -18 | -2 | 6 | -4 | -6 | -2 | 2
CCOC(=O)c1sc(NC(=O)c2cc3n(n2)C(C(F)(F)F)CC(c2ccccc2)N3)c(C(=O)OCC)c1C (stereo not given)
  0.1 | -2 | -3 | 5 | 3 | -2 | 5 | -2 | -4
O=C(CN1CCN(c2ccccc2)CC1)Nc1ccc(Oc2ccccc2)cc1
  1.2 | -4 | -17 | 12 | 14 | -4 | -8 | -14 | 11
CCCN1CCN(C(=O)Nc2cccc(C(F)(F)F)c2)CC1
  1.6 | -1 | -6 | 8 | 12 | -4 | 6 | 1 | 10
CS/C(N)=N/N=C/c1cc(Br)cc(Br)c1O
  3.4 | -9 | 19 | 14 | 8 | -2 | -7 | -5 | -35
COc1ccc(Cl)cc1NC(=O)CN(C)C1CCS(=O)(=O)C1 (stereo not given)
  0.1 | 0 | -25 | 8 | 6 | -4 | -12 | -14 | -2
CC(=O)c1c(C)[nH]c(C(=O)OCC(=O)NCCCc2ccccc2)c1C
  6.0 | -12 | -11 | 5 | 2 | 2 | -12 | -6 | 14
COc1ccc(NC(=O)C2Cc3c(-c4ccc(NC(C)=O)cc4)ccnc3O2)cn1 (stereo not given)
  1.0 | nt | nt | 4 | 10 | -1 | -4 | -3 | -9
COc1cc(CNc2ccc(N3CCN(C(C)=O)CC3)cc2)ccc1OCc1ccccc1
  0.6 | -3 | -20 | 3 | 16 | -7 | -9 | -4 | -16

(listing goes on)
Each structure is followed by: M1 ag parental | OXTR potentiator | CHO parental Ca | TAAR1 ag | M1 PAM parental | M1 ag | CHO-K1 Ca antag | CHRM1 antagonist | TAAR1 antag
COc1cccc2sc(/N=C/N(C)C)nc12
  0.4 | -5 | -2 | 1 | 7 | -2 | -5 | -5 | -10
Cn1c2c(c3ccccc31)CCSC2=O
  0.2 | 7 | -7 | -1 | 20 | -7 | -7 | -6 | -4
CNC(=O)c1ccccc1Sc1ccccc1CO
  0.6 | -1 | -17 | 2 | 17 | -1 | -4 | -16 | -34
C=CCn1c(COc2ccccc2C)nnc1SCC(=O)O
  0.3 | -19 | 6 | 6 | 9 | -1 | 5 | -19 | -1
COc1cc(OC)cc(C(=O)N2CCC(C(=O)c3ccc(F)cc3)CC2)c1
  1.3 | -10 | -17 | -1 | 17 | -4 | 0 | -9 | -22
CCN(CC)C(=O)CSc1nc(-c2ccco2)cc(C(F)(F)F)c1C#N
  0.2 | -10 | 5 | 1 | 12 | -3 | 1 | -8 | -18
CCc1ccc(C(=O)OCC(=O)NCC(F)(F)F)cc1
  0.1 | -11 | 9 | 0 | 13 | -1 | -12 | -12 | -9
CCOC(=O)c1cc2sc(C)cc2n1CC(=O)Nc1ccc2c(c1)OCCO2
  -0.1 | 1 | -11 | 3 | 16 | -11 | -30 | 4 | 9
NS(=O)(=O)c1ccc(NC(=O)/C=C/c2cccs2)cc1
  1.4 | -11 | 6 | 8 | 14 | -4 | -14 | -11 | -33
Nc1ccc2oc(=O)c(-c3ccccc3)cc2c1
  1.3 | 0 | -12 | -2 | 5 | -6 | -9 | 1 | -2
C/C=C(\C)C(=O)N1CC2(CC(c3cccc(NC(=O)CCCCC)c3)=NO2)C[C@@H]1C(N)=O (stereo not given in full)
  0.4 | 4 | -6 | 17 | 14 | -3 | -8 | -3 | 6
CN(O)C(=S)c1ccccc1
  1.4 | nt | nt | 5 | 3 | -1 | 13 | 10 | 28
COc1cccc(C(=O)COC(=O)c2ccc(NC(C)=O)cc2)c1
  1.7 | 0 | -10 | 1 | 16 | -4 | -11 | -12 | 1
O=C1C2C3C=CC(C3)C2C(=O)N1c1ccc(S(=O)(=O)Nc2nccs2)cc1 (stereo not given)
  1.0 | 0 | -9 | 0 | 24 | 0 | -15 | -29 | 10
CN(C)c1ccc(C(=O)OCC(=O)c2ccc[nH]2)cc1
  0.6 | -9 | -8 | 2 | -18 | -4 | 1 | -6 | 4
COc1cc([N+](=O)[O-])ccc1NC(=S)NNC(=O)c1ccc2c(c1)OCO2
  11 | -4 | -13 | 5 | 18 | 4 | -18 | -8 | -11
CC(=O)c1ccc(Nc2nc(=O)c3cccnc3s2)cc1
  0.0 | -6 | -8 | 7 | 18 | -1 | -14 | -15 | 0
O=C(O)C(O)c1ccco1 (stereo not given)
  -0.1 | nt | nt | nt | 14 | -7 | -4 | -4 | nt
O=C1/C(=C\c2ccc(-c3ccccc3[N+](=O)[O-])o2)C(c2ccccc2)=NN1c1ccccc1
  0.1 | -12 | 9 | 5 | -2 | -4 | 8 | 2 | -21
COc1ccc(OC)c(NC(=O)C2(C)CCN2Cc2cccc(OC)c2F)c1 (stereo not given)
  0.9 | nt | nt | -1 | 8 | -8 | -16 | -1 | 51*

Compound profiles, from the list above. Order of screens: M1 ag parental, OXTR potentiator, CHO parental Ca, TAAR1 ag, M1 PAM parental, M1 ag, CHO-K1 Ca antag, CHRM1 antagonist, TAAR1 antag
COc1cccc2sc(/N=C/N(C)C)nc12 is listed as 0.4, -5, -2, 1, 7, -2, -5, -5, -10
O=C1/C(=C\c2ccc(-c3ccccc3[N+](=O)[O-])o2)C(c2ccccc2)=NN1c1ccccc1 is listed as 0.1, -12, 9, 5, -2, -4, 8, 2, -21

Later entries
Each structure is followed by: M1 ag parental | OXTR potentiator | CHO parental Ca | TAAR1 ag | M1 PAM parental | M1 ag | CHO-K1 Ca antag | CHRM1 antagonist | TAAR1 antag
C[C@H](CO)N1C[C@H](C)[C@H](CN(C)C(=O)Nc2ccc3c(c2)OCO3)Oc2ncc(Br)cc2C1=O
  0.8 | nt | nt | 4 | 20 | -4 | -13 | 8 | 0
Cc1ccc(C2/C(=C(/O)c3ccc(Br)cc3)C(=O)C(=O)N2Cc2ccco2)o1 (stereo not given)
  0.3 | -2 | -2 | 0 | -1 | -4 | -3 | -13 | -3
CC(=O)c1ccc(N(C(=O)c2csnn2)C(C(=O)NC(C)(C)C)c2cccs2)cc1 (stereo not given)
  0.1 | 5 | -24 | 3 | 17 | -3 | -13 | -10 | 17
CN1CCN(NC(=O)Nc2ccc(F)cc2)CC1
  0.6 | nt | nt | 4 | 0 | -7 | -8 | 3 | -10
Cc1ccccc1C(=O)N1CCN(CCNC(=O)C(=O)Nc2ccc(Br)cc2)CC1
  5.9 | -14 | 0 | 3 | -4 | 0 | -10 | -4 | -24
CCn1c(C)nc2cc(S(=O)(=O)C(F)(F)F)ccc21
  3.9 | -14 | 7 | 14 | 16 | -1 | -3 | -6 | 2
Cc1ccc(Cl)cc1N1CCN(Cc2cc3c(cc2O)CCC3)CC1
  0.3 | -3 | -9 | 6 | 20 | -6 | -8 | -5 | 8
COc1ccc(NC(=O)CN(C)C(=O)CSCC(=O)Nc2ccc(C)cc2)cc1
  1.9 | -6 | -13 | 15 | -22 | -7 | 2 | 7 | -18
O=[N+]([O-])c1ccc(NC(=S)N2CCN(c3ccccn3)CC2)cc1
  0.2 | -6 | 2 | 1 | -10 | -3 | -1 | 4 | -4
O=C(/C=C/c1ccco1)Nc1cccc2cccnc12
  1.7 | 6 | 3 | 1 | 23 | -6 | -12 | -8 | -13
CO/N=C/c1ccc(Sc2ccccc2)c([N+](=O)[O-])c1
  -0.8 | -11 | -15 | 1 | -6 | 0 | 25* | -3 | 31
COc1cc(S(=O)(=O)Nc2ncccc2C)c(OC)cc1Cl
  0.0 | -7 | -3 | 0 | 0 | 2 | 3 | -17 | 13
Clc1ccc(OCCCN2CCCC2)cc1Cl
  7.7 | -5 | -5 | -1 | 0 | -6 | 15 | 38* | -1
c1coc(CNc2nc3ccccc3s2)c1
  1.2 | -17 | -16 | -1 | 19 | -4 | -15 | -20 | -23
O=C(O)c1ccccc1SC1CC(=O)N(c2cccc3ccccc23)C1=O (stereo not given)
  0.1 | nt | nt | 3 | -24 | -2 | 9 | 1 | 4
CCNS(=O)(=O)c1ccc(CCC(=O)N2CCN(c3ccccc3)CC2)cc1
  1.3 | -13 | -10 | -1 | 11 | -5 | 0 | -4 | 7
